Source: PubChem BioAssay (The Scripps Research Institute Molecular Screening Center)
GPR151 ag = activators of human GPR151 | Q8TDV0 | PathHunter beta-arrestin GPR151 cells, luminescence | activation, % at 11.2 µM | hit rate 1% among 650,000 | AID 1508602; in the data active = activation above about 4.9%;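 note: 0% = median of compound wells and 100% = cells with positive control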
Target sequence (Q8TDV0 whole entry, looked up): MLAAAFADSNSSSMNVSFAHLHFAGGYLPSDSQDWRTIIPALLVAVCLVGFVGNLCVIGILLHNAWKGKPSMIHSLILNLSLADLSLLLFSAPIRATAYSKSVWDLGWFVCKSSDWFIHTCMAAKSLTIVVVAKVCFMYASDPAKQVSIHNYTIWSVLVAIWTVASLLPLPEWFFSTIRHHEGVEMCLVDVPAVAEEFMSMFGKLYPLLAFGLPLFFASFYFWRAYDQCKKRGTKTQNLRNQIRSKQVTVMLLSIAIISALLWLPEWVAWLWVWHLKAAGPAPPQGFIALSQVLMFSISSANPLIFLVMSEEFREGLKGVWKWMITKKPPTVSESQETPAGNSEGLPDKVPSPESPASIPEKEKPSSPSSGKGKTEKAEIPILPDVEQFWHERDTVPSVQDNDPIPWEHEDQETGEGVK
FBW7 activator = human FBW7 E3 ligase activation, primary screen. Q969H0. AlphaScreen FBW7–phospho-cyclin E peptide binding, activator screen. normalized activity (activation), % at 26.1 µM. hit rate 0.13% among 650,000; in the data active = normalized activity above about 1.9%;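 note: purified mutant Fbw7 with reduced substrate affinity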
Target sequence (Q969H0 whole entry, looked up): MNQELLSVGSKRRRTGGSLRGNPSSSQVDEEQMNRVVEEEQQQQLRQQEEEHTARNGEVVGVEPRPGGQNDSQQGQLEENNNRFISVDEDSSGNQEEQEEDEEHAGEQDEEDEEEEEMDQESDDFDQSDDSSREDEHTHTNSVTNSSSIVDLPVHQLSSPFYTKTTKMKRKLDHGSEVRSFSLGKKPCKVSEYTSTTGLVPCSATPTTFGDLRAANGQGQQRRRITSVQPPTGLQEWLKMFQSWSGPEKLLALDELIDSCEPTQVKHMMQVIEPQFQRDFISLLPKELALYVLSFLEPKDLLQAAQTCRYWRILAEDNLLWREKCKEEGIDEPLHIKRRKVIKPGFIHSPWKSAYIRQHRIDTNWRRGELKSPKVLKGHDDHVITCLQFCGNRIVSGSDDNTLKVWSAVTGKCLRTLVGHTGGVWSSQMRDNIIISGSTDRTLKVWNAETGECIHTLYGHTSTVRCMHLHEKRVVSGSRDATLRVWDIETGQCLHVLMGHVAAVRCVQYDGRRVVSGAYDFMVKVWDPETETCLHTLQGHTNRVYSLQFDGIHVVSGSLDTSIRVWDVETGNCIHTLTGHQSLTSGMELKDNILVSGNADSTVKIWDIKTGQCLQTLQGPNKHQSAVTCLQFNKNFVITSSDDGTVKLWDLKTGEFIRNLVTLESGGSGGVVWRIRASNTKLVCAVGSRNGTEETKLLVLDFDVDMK
TEAD-YAP inh = TEAD-YAP interaction inhibition. HEK-TIYL cells, TEAD-Gal4/YAP UAS-luciferase luminescence. inhibition, % at 9.12 µM. hit rate 1.4% among 640,000; in the data active = inhibition above about 32%;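 note: 0% = median of test compound wells and 100% = reference inhibitor wells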
MITF primary = human MITF inhibition, primary screen; O75030; AlphaScreen MITF homodimerization, bead proximity signal; inhibition, % at 2.6 µM; hit rate 0.91% among 650,000; in the data active = inhibition above about 50%;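 note: 0% = vehicle wells with protein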
Active calls of the source: *.

SMILES	GPR151 ag	FBW7 activator	TEAD-YAP inh	MITF primary
N#Cc1ccc(NC(=O)COC(=O)CCOc2ccccc2)cc1	3.1	0.0	5	5
COCCNCCOc1ccc(C(C)(C)C)cc1	8.4*	0.2	0	37
COc1ccccc1NS(=O)(=O)c1cc(N)ccc1N1CCCCC1	0.5	-0.2	3	-4
O=C(c1cccs1)n1cccn1	0.0	0.0	0	2
COC(=O)C1=C(C)N(C)C(=O)/C1=C\c1ccc(OCC(=O)Nc2ccccc2Cl)cc1	1.2	0.3	5	13
NC(C(=O)N1CCC(c2nc(-c3ccncc3)no2)CC1)c1ccc(Br)cc1 (stereo unspecified)	0.4	0.5	-14	20
O=C(NNC1CC(=O)N(c2ccccc2)C1=O)c1ccco1 (stereo unspecified)	0.0	-0.1	-12	1
COc1cc([N+](=O)[O-])ccc1NC(=O)NNC(=O)CC12CC3CC(CC(C3)C1)C2	0.0	0.1	4	12
CC1(C)CC(=O)C=C(Nc2ccccc2C#N)C1	0.5	0.6	1	19
Cc1ccc(NC(=O)NC2(C(=O)NCc3ccco3)CCCCC2)cc1	0.3	-0.1	-6	5
COc1ccc(C(=O)OCc2nnc(-c3cc(OC)c(OC)c(OC)c3)o2)cc1	0.2	0.1	10	10
CC(C)C(NS(=O)(=O)c1ccc2c(c1)oc(=O)n2C)C(=O)NC1CCCCCC1 (stereo unspecified)	1.5	-0.1	0	6
Oc1oc(-c2ccc(Cl)cc2)nc1C=Nc1ccc(Cl)cn1	0.5	0.9	3	-2
CCCC(=O)C1C(=O)C=C(c2ccc(NS(C)(=O)=O)cc2)CC1c1cccs1 (stereo unspecified)	-0.4	0.1	10	-2
O=C1C(=O)N(CCN2CCOCC2)C(c2ccc(F)cc2)/C1=C(\O)c1ccc(F)cc1 (stereo unspecified)	0.0	0.3	-4	-1
Cc1cccc2cc(C#N)c(SCC(=O)NCc3cccs3)nc12	1.7	0.0	1	12
CN(CCNC(=O)CCn1nc(-c2ccccc2)ccc1=O)Cc1ccccc1	1.8	-0.1	8	-8
COc1ccc(OC)c(-c2nc(-c3ccc(Br)cc3)c(-c3ccc(Br)cc3)[nH]2)c1	2.3	-0.1	5	6
C=CCC1(CC=C)CCCN1C(=O)CC1C(=O)NCCN1Cc1ccccc1C(F)(F)F (stereo unspecified)	-1.1	0.1	8	3
CCCN1CCN(CCCNC(=O)C2CCN(S(=O)(=O)CC)CC2)CC1	0.1	0.0	4	4
O=C1NC(=O)/C(=C\c2ccccc2OCc2ccc(I)cc2)N1	1.5	0.0	2	12
COc1ccc(Nc2ncnc3c2cnn3-c2ccccc2)cc1	0.0	0.0	-14	1
NCCc1c(C(=O)O)[nH]c2ccc([N+](=O)[O-])cc12	0.4	0.2	4	14
CC1(CCC(=O)NCc2cc(-c3ccccc3)n[nH]2)CCC(=O)N1 (stereo unspecified)	1.2	0.1	8	0
CC(=O)c1cccc(-c2nc(Nc3ccc(Oc4ccccc4)cc3)c3ncn(-c4ccccc4)c3n2)c1	-0.9	0.0	3	3
O=C(CCc1nnc(CCC2CCCCC2)o1)NCCc1cccnc1	-0.9	0.1	-4	-3
CCCCNc1nc2c(c(=O)n(Cc3ccccc3)c(=O)n2C)n1C	-0.5	0.0	5	4
CC1=CC2=NC(=O)/C(=C\c3ccc(OC(=O)c4ccc(C)cc4)cc3)C(=N)N2O1	-0.7	0.0	-1	-3
COCCNC(=O)C(=O)NCc1ccc(F)cc1	-1.1	-0.1	3	-1
CCC(=O)NC(C)C(c1cccs1)N1CCOCC1 (stereo unspecified)	-1.3	-0.3	-5	-1

A different layout for part of the listing above.
Every second line gives: GPR151 ag | FBW7 activator | TEAD-YAP inh | MITF primary
- CCCC(=O)C1C(=O)C=C(c2ccc(NS(C)(=O)=O)cc2)CC1c1cccs1 (stereo unspecified)
  -0.4 | 0.1 | 10 | -2
- O=C1C(=O)N(CCN2CCOCC2)C(c2ccc(F)cc2)/C1=C(\O)c1ccc(F)cc1 (stereo unspecified)
  0.0 | 0.3 | -4 | -1
- Cc1cccc2cc(C#N)c(SCC(=O)NCc3cccs3)nc12
  1.7 | 0.0 | 1 | 12
- CN(CCNC(=O)CCn1nc(-c2ccccc2)ccc1=O)Cc1ccccc1
  1.8 | -0.1 | 8 | -8
- COc1ccc(OC)c(-c2nc(-c3ccc(Br)cc3)c(-c3ccc(Br)cc3)[nH]2)c1
  2.3 | -0.1 | 5 | 6
- C=CCC1(CC=C)CCCN1C(=O)CC1C(=O)NCCN1Cc1ccccc1C(F)(F)F (stereo unspecified)
  -1.1 | 0.1 | 8 | 3
- CCCN1CCN(CCCNC(=O)C2CCN(S(=O)(=O)CC)CC2)CC1
  0.1 | 0.0 | 4 | 4
- O=C1NC(=O)/C(=C\c2ccccc2OCc2ccc(I)cc2)N1
  1.5 | 0.0 | 2 | 12
- COc1ccc(Nc2ncnc3c2cnn3-c2ccccc2)cc1
  0.0 | 0.0 | -14 | 1
- NCCc1c(C(=O)O)[nH]c2ccc([N+](=O)[O-])cc12
  0.4 | 0.2 | 4 | 14
- CC1(CCC(=O)NCc2cc(-c3ccccc3)n[nH]2)CCC(=O)N1 (stereo unspecified)
  1.2 | 0.1 | 8 | 0
- CC(=O)c1cccc(-c2nc(Nc3ccc(Oc4ccccc4)cc3)c3ncn(-c4ccccc4)c3n2)c1
  -0.9 | 0.0 | 3 | 3
- O=C(CCc1nnc(CCC2CCCCC2)o1)NCCc1cccnc1
  -0.9 | 0.1 | -4 | -3
- CCCCNc1nc2c(c(=O)n(Cc3ccccc3)c(=O)n2C)n1C
  -0.5 | 0.0 | 5 | 4

Carrying on.
SMILES	GPR151 ag	FBW7 activator	TEAD-YAP inh	MITF primary
Cc1ccc(NC(=O)c2ccc(F)c(S(=O)(=O)N3CCC(C(=O)O)CC3)c2)cc1F	1.1	-0.1	1	2
CCOC(=O)C1=C(C)N(c2ccccc2)C(=O)/C1=C\c1ccc(C)cc1	0.4	-0.3	-5	15
O=C1OC(c2ccc(Cl)cc2)=N/C1=C/c1ccc([N+](=O)[O-])cc1	0.4	0.0	-8	3
CCOC(=O)N1CCN(C(=O)CCC2(Cc3ccc(OC)cc3)CCC(=O)N2)CC1 (stereo unspecified)	-1.1	0.1	-4	-11
O=S(=O)(c1cc(F)ccc1F)N(Cc1ccsc1)Cc1ccco1	-3.1	0.7	3	-5
CCn1c2[n+](c3ccccc3c1=O)CCC2	2.9	-0.1	4	2
O=C(CC1CCOCC1)Nc1ccc(Cl)cc1	2.0	-0.3	-40	-6
COCCCn1nnnc1SCC(=O)N1CCCC1	-0.7	-0.2	-10	2
CC(=O)Oc1cc(-c2nc3ccccc3c(=O)o2)cc(-c2nc3ccccc3c(=O)o2)c1	0.2	0.0	-1	13
CCOc1cc(C2C(C#N)=C(N)Oc3n[nH]c(C(C)(C)C)c32)ccc1OC(=O)N1CCOCC1 (stereo unspecified)	1.7	0.1	13	7
COc1ccc(NC(=O)c2n[nH]c(=O)c3ccccc23)c(OC)c1	0.1	-0.2	-18	-3
CCOC(=O)c1c(C)n(C)c2ccc(OCC(O)CNCCc3ccccc3)cc12 (stereo unspecified)	-0.8	0.0	-2	-5
COc1ccc(NC(=O)c2nn3c(C(F)(F)F)cc(-c4ccccc4)nc3c2Cl)c(OC)c1	-0.6	-0.2	0	-9
CC1=C(C(=O)OCCc2ccccc2)C(c2ccc(Br)cc2)C2=C(CC(c3ccccc3)CC2=O)N1 (stereo unspecified)	-1.2	0.1	-5	15
CCOc1ccc(CN2CCN(c3ccc([N+](=O)[O-])cc3)CC2)cc1	0.2	0.0	15	46
O=C(O)CCCCn1c(SCC(=O)NCCC2=CCCCC2)nc2ccsc2c1=O	-1.1	0.1	11	2
N=C1SC2CS(=O)(=O)CC2N1CCc1ccccc1 (stereo unspecified)	-2.5	0.1	2	-1
NC(=S)N/N=C1\CC(n2nnn(-c3cccc(Cl)c3)c2=S)C2COC1O2 (stereo unspecified)	-1.1	0.9	5	15
COc1cccc(/C=C2\SC(=S)N(c3ccc(O)c(C(=O)O)c3)C2=O)c1OC	-0.4	0.1	18	15
O=C(CNC(=O)c1ccco1)OCc1ccccc1F	0.9	0.1	6	-1
CCCCn1c(SCc2ccccc2)nc2sc3c(c2c1=O)CCCCC3	-0.8	0.0	4	7
O=C(O)COc1ccc(/C=N/Nc2nc3ccccc3s2)cc1	-5.6	0.1	-8	4
O=[N+]([O-])c1ccc2nc(N3CCc4ccccc4C3)sc2c1	1.0	0.1	-35	7
CCSCCOC(=O)C1=C(C)NC2=C(C(=O)CC(c3cccs3)C2)C1c1ccc(C(F)(F)F)cc1 (stereo unspecified)	1.0	0.3	-1	5
COC(=O)C1=C(C)N(C)C(=S)NC1c1ccc(O)cc1 (stereo unspecified)	0.0	0.3	8	11
COC(=O)C(=O)c1cn(C2OCC(OC(C)=O)C(OC(C)=O)C2OC(C)=O)c2ccccc12 (stereo unspecified)	-0.7	-0.1	-2	-2
CCCn1c(C)cc(-c2csc(NC(=O)Cc3ccsc3)n2)c1C	1.0	0.0	-8	73*
COc1ccc(/C=C2\Oc3c(ccc(O)c3CN3CCN(C)CC3)C2=O)cc1OC	-1.4	0.0	-6	-6
Nc1c(C(=O)OCC(=O)Nc2ccc(Cl)cc2[N+](=O)[O-])[nH]c(=O)[nH]c1=O	-1.3	-0.5	-1	2
CCOC(=O)c1cnc2ccc(OC)cc2c1Nc1cccc(C(=O)O)c1	1.4	0.0	9	-56
COc1ccc(S(=O)(=O)Nc2ccc(-c3csc(-c4ccccc4)n3)cc2)cc1	1.1	-0.2	-18	-4
CCN(CC)S(=O)(=O)c1ccc(C(=O)Nc2nc3c(C)cccc3s2)cc1	-0.1	0.2	2	0
Cc1nc2c(-c3ccccc3)c(C)nn2c(C)c1CC(=O)NCC1CCCO1 (stereo unspecified)	-0.4	0.5	8	-20
Cc1cccc(-n2nc3c(c2NC(=O)c2ccc(F)cc2)CS(=O)(=O)C3)c1C	0.0	-0.1	4	-2
Cc1ccc(C)n1NC(=O)c1cccc(Cl)c1	0.1	0.1	-8	1
COCCNc1ccc2ncc(-c3cccc(F)c3)n2n1	1.9	-0.5	26	10
COc1cc(OC)cc(C(=O)OCc2nnc(-c3ccc(F)cc3)o2)c1	0.9	0.1	3	11
CC(OC(=O)[C@@H](NS(=O)(=O)c1ccccc1)C(C)C)C(=O)NC(N)=O (stereo partly specified)	0.6	0.3	1	19
C=CCN1C(=O)c2ccccc2C1C(=O)NC1CCCCC1 (stereo unspecified)	0.3	0.2	6	-15
CCNC(=O)NC(=O)CSc1nc2scc(-c3cccs3)c2c(=O)[nH]1	-0.7	-0.1	4	1
O=C(CCCOc1ccc(Cl)cc1Cl)NNC(=O)CNC(=O)C1CCCCC1	-0.5	-0.1	3	-9
C=CCNc1nc(OC)nc(N(CCC)CCC)n1	1.1	0.0	0	15
COc1ccc(C2CC(c3cccs3)=NN2c2nc(-c3ccccc3)c3cc(Cl)ccc3n2)cc1 (stereo unspecified)	0.2	0.0	9	1
O=C(CSc1nncn1-c1ccccc1)Nc1nc2c(F)c(F)c(F)cc2s1	-1.3	3.9*	-7	10
Nc1nc2cc3c(cc2s1)OCCO3	-1.5	0.1	37*	6
CC(=O)Oc1cccc(C(=O)Nc2ccc(Br)cc2F)c1	-2.6	0.1	-28	-5
CC(NC(=O)c1ccccc1)C(c1cccs1)N1CCN(Cc2ccccc2)CC1 (stereo unspecified)	0.1	-0.4	-2	1
NC(CSCCc1ccccn1)C(=O)O (stereo unspecified)	0.3	0.1	4	-4
Cc1nc(NCc2ccco2)cc(-c2cncc(-c3cccs3)c2)n1	-0.4	-0.2	-7	-3
CC(=O)C1=NN(c2ccccc2C)C2C(=O)N(c3ccccc3Cl)C(=O)C12 (stereo unspecified)	-0.7	0.1	-5	3

Continued.
SMILES	GPR151 ag	FBW7 activator	TEAD-YAP inh	MITF primary
Cc1ccccc1C(=O)NC1CCN(C(=O)N2CCOCC2)CC1	-2.4	0.8	18	21
Cc1ccc(CNC(=O)CC(NS(=O)(=O)c2ccc(Cl)cc2)c2ccco2)cc1 (stereo unspecified)	-2.2	0.5	6	0
Cc1ccc(NC(=O)COc2ccc(C(C)C)cc2)c(C)c1	-1.3	0.0	-5	-7
COc1ccc(S(=O)(=O)N(CCc2ccccc2)CC(=O)NN)cc1	0.6	0.1	-3	-17
COc1ccc(CNC(=O)C2CCC(=O)N2C(C)C)cc1 (stereo unspecified)	-0.3	0.1	11	6
CC(=O)Nc1cc(C(=O)N2CCCC2)ccc1Sc1ccc(C)cc1	-0.7	0.2	3	15
O=C1CCN(C(=O)CCc2nnc(CCC3CCCCC3)o2)CCN1	-0.8	0.0	-12	8
S=C(c1ccc(OCc2ccccc2)cc1)N1CCN(c2cccc(Cl)c2)CC1	-0.4	0.1	-3	-9
O=C1N(Cc2cccc(Cl)c2)C[C@@H]2C[C@@H](c3ccco3)N3CCC[C@@]123	-0.6	0.0	-2	13
CCCCOc1ccc(C(CC(=O)O)CC(=O)O)cc1	-0.9	-0.1	4	-13
O=C(CN(c1cccc([N+](=O)[O-])c1)S(=O)(=O)c1ccccc1)NCc1ccccc1	0.7	-0.1	6	-3
CCc1nnc(NC(=O)C(Br)C(C)C)s1 (stereo unspecified)	1.2	0.2	0	2
CCOc1ccccc1NC(=S)Nc1cc(C)[nH]n1	-1.3	0.0	22	3
COC(=O)C1=C(C)N(C)C(=S)NC1c1ccc(Br)cc1 (stereo unspecified)	-0.7	0.1	5	13
CCCCn1c(SCC(=O)NC(C)(C)C)nnc1-c1ccco1	-0.2	0.1	-5	-4
C#CCOc1ccc(/C=C2/C(=O)N(c3ccc(Cl)c(C(=O)O)c3)N=C2C)cc1OCC	0.6	-0.5	-17	5
Cc1ccc(-c2nc3ccccc3n3cc4c(=O)n(C)c(=O)n(C)c4c23)cc1	-2.0	-0.1	-10	14
CCN1C(=O)/C(=C/c2ccc(OC)c(C)c2)SC1=S	-1.9	0.7	-4	5
CCCc1[nH]nc2c1C(c1ccsc1C)C(C#N)=C(N)O2 (stereo unspecified)	-0.9	0.1	17	7
